DRD3 antagonist = qHTS of D3 Dopamine Receptor Antagonist: qHTS | D(3) dopamine receptor (Homo sapiens), P35462 | D3R cells, DiscoveRx beta-arrestin luminescence, antagonist mode; stronger effect = lower value | max response, negative = inhibition, % | actives 2.5% (n = 360,000); in the data active means max response below about -50%; inconclusive means no clear call, values can overlap the other calls; further: on the % scale 0 is the no-effect control and ±100 the full control effect; mostly tested at two doses, the higher about 12 µM
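Cells expressing the human receptor were seeded at 1500 cells/well, incubated overnight at 37 degrees C in 5% CO2, then exposed to library compounds with dopamine controls for 90 minutes at 37 degrees C before luminescent detection.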
GLP-1R inv ag = qHTS of GLP-1 Receptor Inverse Agonists (Inhibition Mode) | Glucagon-like peptide 1 receptor (Homo sapiens), P43220 | HEK293 GLP-1R CRE-luciferase, luminescence, 24 h; GLP-1R form is constitutively active | Potency, µM (highest dose often 38.3 µM), without a hit: at the highest dose activity change, negative = inhibition, actives largely listed as inhibitors | actives 1.6% (n = 410,000) | AID 624417, 2012; further: potency means the concentration at half of the fitted maximal effect; on the % scale 0 is the no-effect control and ±100 the full control effect; nearly all actives have a fitted effect of over 55% in size
Target sequence (P43220 whole entry, looked up): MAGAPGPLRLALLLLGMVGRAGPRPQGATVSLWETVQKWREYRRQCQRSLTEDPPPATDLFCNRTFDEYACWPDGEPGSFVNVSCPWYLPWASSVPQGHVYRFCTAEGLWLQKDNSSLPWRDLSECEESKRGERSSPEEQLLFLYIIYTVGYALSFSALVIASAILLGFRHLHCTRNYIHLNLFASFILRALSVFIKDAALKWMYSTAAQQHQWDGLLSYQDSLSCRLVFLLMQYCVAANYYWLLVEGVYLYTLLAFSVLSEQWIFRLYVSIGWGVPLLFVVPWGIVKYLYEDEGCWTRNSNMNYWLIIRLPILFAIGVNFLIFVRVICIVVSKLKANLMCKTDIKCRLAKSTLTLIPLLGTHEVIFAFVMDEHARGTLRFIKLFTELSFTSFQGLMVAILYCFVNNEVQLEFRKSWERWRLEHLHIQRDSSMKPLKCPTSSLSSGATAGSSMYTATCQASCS
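Seeding at 200 cells/uL, 12 h culture, 24 hr compound treatment, then luciferase reagent and a luminescence read; cells are HEK293 stably expressing a constitutively active GLP-1R plus cAMP-responsive luciferase.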
TDP-43 yeast inh = qHTS of TDP-43 Inhibitors | Potency, µM (doses to about 46.1 µM), without a hit: at the highest dose growth rescue (activation), usual class: activators | TDP-43 expressing yeast growth rescue, BacTiter-Glo, 24 h | actives 1.8% (n = 410,000); further: potency means the concentration at half of the fitted maximal effect; % of control where 0% means no effect; nearly all actives have a fitted effect of over 50% in size
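Yeast cells expressing TDP-43 under galactose induction are exposed to compounds for 24 hr at 30 deg C. BacTiter-Glo luminescence measures growth, so protective compounds score as activators.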
aSyn yeast inh = qHTS of alpha-syn Inhibitors; AID 652106, 2013; Yeast expressing alpha-synuclein, growth rescue, BacTiter-Glo, 24 h; Potency, µM (titrated, usually from 46.1 µM), inactives show top-dose growth rescue (activation), actives largely listed as activators; actives 0.14% (n = 370,000); further: potency means the concentration at half of the fitted maximal effect; % of control where 0% means no effect; nearly all actives have a fitted effect of over 65% in size
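Readout is rescue of growth in alpha-synuclein-expressing yeast, so inhibitors of toxicity appear as activators. Growth after 24 hr at 30 deg C in galactose medium is quantified by luminescence.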
KB-V1 MDR tox = qHTS assay for MDR1-selective chemotherapeutics: Primary screen using the drug-selected MDR subline cells KB-V1; actives 3.4% (n = 400,000); Potency, µM (titrated, usually from 46.1 µM), inactives show at the highest dose activity change, negative = cytotoxicity, actives largely listed as cytotoxic; KB-V1 MDR cells viability, CellTiter-Glo, 72 h; further: potency means the concentration at half of the fitted maximal effect; on the % scale 0 is the no-effect control and ±100 the full control effect; nearly all actives have a fitted effect of over 60% in size
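Cytotoxicity via CellTiter-Glo luminescence after 72 h compound exposure at 37 degrees C. Cells: drug-selected KB-V1 line, DMEM phenol-red free plus 10% FBS. Compounds tested at multiple concentrations; normalized data fitted to concentration-effect curves.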
PTHR1 agonist = qHTS for PTHR1 Agonists: Primary Screen; Parathyroid hormone/parathyroid hormone-related peptide receptor (Homo sapiens), Q03431; HEK293 GP2 PTHR1 cells, GloSensor cAMP luminescence, 1 h; Potency, µM (series often up to 115 µM), inactives show top-dose activation, hits mostly activators; actives 0.075% (n = 410,000); AID 743266, 2014; further: potency means the concentration at half of the fitted maximal effect; nearly all actives have a fitted effect of over 55% in size; some results filed as inactive show a strong effect at the top dose; inactives centre near -15; many of its hits are not listed in these tables
Target sequence (Q03431 whole entry, looked up): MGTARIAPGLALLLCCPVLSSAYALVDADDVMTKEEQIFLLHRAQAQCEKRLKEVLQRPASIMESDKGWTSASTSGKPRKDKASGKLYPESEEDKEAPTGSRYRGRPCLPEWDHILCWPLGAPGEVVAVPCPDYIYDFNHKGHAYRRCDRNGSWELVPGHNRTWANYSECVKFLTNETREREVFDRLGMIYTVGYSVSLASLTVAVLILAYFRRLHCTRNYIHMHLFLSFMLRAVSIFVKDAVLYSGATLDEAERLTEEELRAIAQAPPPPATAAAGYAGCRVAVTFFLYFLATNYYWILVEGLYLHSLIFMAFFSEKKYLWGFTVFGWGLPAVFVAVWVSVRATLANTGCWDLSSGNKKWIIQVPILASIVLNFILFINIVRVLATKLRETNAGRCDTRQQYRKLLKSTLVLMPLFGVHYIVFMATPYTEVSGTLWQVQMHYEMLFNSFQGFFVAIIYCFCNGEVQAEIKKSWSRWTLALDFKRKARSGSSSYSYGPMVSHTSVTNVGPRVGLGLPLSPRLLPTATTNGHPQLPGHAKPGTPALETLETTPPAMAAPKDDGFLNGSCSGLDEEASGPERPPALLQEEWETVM
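HEK-293-derived GP2 cells expressing PTHR1 and a GloSensor cAMP reporter, 3,000/well, plated overnight, given luciferin plus IBMX (each 0.5 mM as added) for 1 h at 37 °C, then compound for 1 h at 37 °C. Luminescence was read after 15 min at room temperature.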
HEK293 tox = qHTS of GLP-1 Receptor Inverse Agonists: Cytotox Screen; HEK293 cAMP-luciferase reporter cells, luminescence, 24 h; Potency, µM (doses to about 38.3 µM), without a hit: at the top dose activity change, negative = inhibition, usual class: inhibitors; actives 0.13% (n = 410,000);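 further: loss of luciferase light is scored as toxicity; potency means the concentration at half of the fitted maximal effect; on the % scale 0 is the no-effect control and ±100 the full control effect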
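To flag toxic compounds, the library was rerun on cells for 24 hr at 37 deg C and 5% CO2. Viability-linked luminescence was captured 12 min after adding luciferase detection reagent.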
GLP1R ag = qHTS of GLP-1 Receptor Agonists | actives 0.007% (n = 380,000) | HEK293 GLP-1R CRE-luciferase, luminescence, 4-6 h; cells express a hypersensitive GLP-1R form | Glucagon-like peptide 1 receptor (Homo sapiens), P43220 | Potency, µM (titrated, usually from 45.6 µM), for the others: at the highest dose activation, actives largely listed as activators; further: potency means the concentration at half of the fitted maximal effect; % of control where 0% means no effect
D3 ag = qHTS of D3 Dopamine Receptor Agonist: qHTS; D3R DiscoveRx beta-arrestin cells, luminescence, 90 min; max activation, %; actives 0.58% (n = 410,000); AID 652048, 2013; in the data active means max activation above about 30%; further: 0% is about no effect; mostly tested at two doses, the higher about 12 µM
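Agonist mode: compounds and dopamine controls were applied to plated cells for 90 min at 37 degrees C after an overnight attachment at 1500 cells/well. Luminescent read-out followed 30 - 60 minutes at room temperature with DiscoveRx detection reagent.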
* = called active by the depositor; i = inactive; u = inconclusive; x = not tested or not shown; & = joins results of further samples; [ ] = remark or other dose. Unless noted, the call rests on the fitted dose curve; in most records, active means well fitted curve in the direction sought with a large enough effect; inconclusive means small, poorly fitted or top-dose-only effect, or another doubt; inactive means no such curve, though single readings can be large; an effect the other way counts as inactive or inconclusive. A portion of the library; the hit share may differ from the screen's.

Start of the data: the first four entries (preview)
SMILES	DRD3 antagonist	GLP-1R inv ag	TDP-43 yeast inh	aSyn yeast inh	KB-V1 MDR tox	PTHR1 agonist	HEK293 tox	GLP1R ag	D3 ag
FC(F)(F)c1ccccc1Cc1c(-c2ccccc2)nc2c3ccccc3ccn12	-14	u	u	-6%	5%	-1%	-9%	11%	7
O=C(COc1ncnc2sccc12)N1CCN(C(=O)c2ccco2)CC1	-17	-1%	-12%	-3%	16%	-20%	-2%	5%	-9
CCCc1c(C(=O)N/N=C/c2c[nH]c3ccccc23)nnn1-c1nonc1N	26	u	8%	-8%	12%	-29%	-9%	-6%	5
CCCCCSc1nnc(-c2ccccc2N)c(=O)[nH]1	5	19%	u	-25%	0%	-18%	-15%	1%	2

This part in full, from the first entry:
SMILES	DRD3 antagonist	GLP-1R inv ag	TDP-43 yeast inh	aSyn yeast inh	KB-V1 MDR tox	PTHR1 agonist	HEK293 tox	GLP1R ag	D3 ag
FC(F)(F)c1ccccc1Cc1c(-c2ccccc2)nc2c3ccccc3ccn12	-14	u	u	-6%	5%	-1%	-9%	11%	7
O=C(COc1ncnc2sccc12)N1CCN(C(=O)c2ccco2)CC1	-17	-1%	-12%	-3%	16%	-20%	-2%	5%	-9
CCCc1c(C(=O)N/N=C/c2c[nH]c3ccccc23)nnn1-c1nonc1N	26	u	8%	-8%	12%	-29%	-9%	-6%	5
CCCCCSc1nnc(-c2ccccc2N)c(=O)[nH]1	5	19%	u	-25%	0%	-18%	-15%	1%	2
Cc1ccc(CN2CCNC(=O)C2CC(=O)NCc2cc(C)n(C)n2)cc1 (stereo not given)	-20	19%	-1%	0%	x	i	11%	1%	-12
O=C(CSc1cccc2cccc(Cl)c12)OCC(=O)N1CCN(C(=O)c2ccco2)CC1	-24	7%	-10%	-1%	-1%	i	3%	3%	2
CCOC(=O)c1sc(NC(=O)CSc2n[nH]c(C)n2)nc1C	6	33%[activator]	-15%	1%	3%	-23%	2%	19%	0
O=C(Nc1nnc(C2=COCCO2)o1)c1cccc(F)c1	9	7%	-10%	u	0%	-6%	-6%	-1%	2
O=C(Nc1ccccc1C(F)(F)F)c1ccc(F)c(S(=O)(=O)N2CCc3ccccc3C2)c1	x	u	u	x	x	i	1%	x	-4
CCN(CC(=O)Nc1ccc(C)c(F)c1)CC(=O)NC(C)C	-1	16%	-23%	-10%	-28%	-13%	-11%	3%	2
COc1ccccc1N(C)S(=O)(=O)c1ccc(Cl)c(C(=O)Nc2cccc(C)n2)c1	3	u	4%	7%	-5%	-16%	-3%	16%	3
NS(=O)(=O)c1cccc(NC(=O)CN2CCc3ccccc32)c1	4	-7%	-20%	1%	-8%	i	4%	-5%	1
Cc1cc(C)c(NC(=O)NC(=O)c2ccc(F)cc2)c(C)n1	28	2%	1%	3%	-8%	-22%	11%	17%	-3
O=C(NNc1c2ccccc2nc2ccccc12)c1ccc(O)cc1	-64*	35%[activator]	13%	-13%	0%	-14%	1%	14%	-7
COc1ccc(S(=O)(=O)N2CCCC2CNC(=O)C(=O)NCCc2ccccc2)cc1 (stereo not given)	3	u	-20%	-10%	4.6µM*	-18%	u	13%	4
Cc1ccc(S(=O)(=O)CC(=O)Nc2nnc(C(C)(C)C)s2)cc1	-2	0%	15%	-1%	-20%	i	-5%	1%	-6
CCOC(=O)C1CCN(C(=O)C2CCN(S(=O)(=O)N3CCCC3)CC2)CC1	5	8%	-9%	-7%	-28%	-5%[57.5 µM]	6%	-5%	-5
CCC12C(=O)C(CC)(C(c3ccccc3)=C1c1ccccc1)[C@@H]1C(=O)N(c3ccccc3)C(=O)C12 (stereo not given in full)	0	3.2µM*	-17%	11%	0%	i	3%	4%	3
COc1ccc(CCC2(C)NC(=O)N(C(C)C(=O)Nc3ccccc3F)C2=O)cc1 (stereo not given)	2	-14%	-1%	-2%[1.84 µM]	-10%	i	-2%	-6%	-18
COc1ccccc1C(=O)Nc1nnc(SCC(=O)NCc2ccco2)s1	7	u	20%	8%	-1%	-14%	-2%	-6%	7
COc1ccc(NC(=O)CCc2nnc3ccc(NCc4ccco4)nn23)cc1	0	16%	-20%	2%	9%	-6%	2%	4%	7
Cc1ccc(NCC(=O)N/N=C\c2ccc[nH]2)cc1	28	-26%	-1%	0%	0%	i	7%	6%	8
C[C@]12C=C[C@H](O)CC1=CCC1C2CC[C@@]2(C)C1CCC21OCCO1 (stereo not given in full)	29	43%[activator]	-12%	1%	u	-2%	3%	21%	13
O=C(NC(Cc1ccccc1)C(=O)N1CCN(S(=O)(=O)c2ccccc2F)CC1)c1ccccc1 (stereo not given)	3	-26%	-15%	0%	-9%	i	-26%	10%	-8
Cc1cc(OCC(=O)N2CCCC2)cc(C)c1Cl	18	u	-5%	0%	-22%	i	-13%	6%	1
CCN(CC)c1ccc(C=C(c2nnnn2-c2ccc(C)cc2)c2nnnn2-c2ccc(C)cc2)cc1	-14	13%	-7%	-4%	-5%	-6%	15%	-3%	1
Cc1onc(-c2ccccc2)c1C(=O)N1CCCSC1=Nc1ccccc1	2&-7	u	0%&11%	2%&4%	-5%&-3%	i	-2%&-7%	13%&4%	10&-2
Cc1cccc(N2C(=O)CN(Cc3sccc3C)C2=S)c1	-15	u	7%	13%	23µM*	-72%[inhibitor]	10%	-16%	-3
Cc1ccc(NC(=O)CCOc2ccccc2)c(C)c1	-7	14%	14%	-1%	-1%	14%	13%	-2%	-3
COc1ccc2c(c1)O[C@@]1(CCCC[C@@H]1C)CC2=O	7	u	u	-2%	6%	i	-31%	-1%	17
COc1ccc(C)cc1NC(=O)C(=O)NCc1ccncc1	-12	-23%	-25%	-9%	-24%	-37%[inhibitor]	-2%	5%	-2
COC(=O)C[C@H]1C=C[C@@H](NC(=O)c2ccncc2)[C@@H](CO)O1	20	5%	12%	-9%	6%	-6%	-3%	x	1
O=C1Nc2ccccc2N(O)N1c1cc(-c2ccc(Cl)cc2)[nH]n1	-8	4%	23%	-1%	u	-38%[inhibitor]	5%	-4%	-8
O=C(CSCc1ccc(Cl)cc1)Nc1ccccc1O	-1	u	12%	-4%	-3%	-19%	3%	16%	3
CCCCOC(=O)C1C2CCC(O2)C1C(=O)OCC (stereo not given)	0	11%	22%	3%	x	i	-3%	14%	11
COc1ccc(C2N(S(=O)(=O)c3ccccc3)CCN2S(=O)(=O)c2ccc(C)cc2)cc1 (stereo not given)	-7	1%	-19%	-13%	-7%	i	1%	-9%	-13
N#C/C(=C/c1ccc(O)c([N+](=O)[O-])c1)C(=O)Nc1ccccc1	-3	5%	-4%[0.397 µM]	20%	u	-91%[inhibitor]	u	-3%	-10
CC(C)C(C(=O)O)N1CCS(=O)(=O)CC1 (stereo not given)	3	2%	-10%	-3%	11%	-7%	-2%	0%	-14
COC(=O)c1coc(-c2ccc(OC)cc2)c1C(=O)OC	21	0%	0%	0%	u	i	-3%	3%	2
Cc1cccnc1NC(=O)CSc1nnc(COc2ccc(C(C)C)cc2)n1C	-16	1%	-25%	-5%	1%	i	-10%	0%	-20
COc1ccccc1CNC(=O)COC(=O)CNS(=O)(=O)c1ccc(C)cc1	24	9%	16%	2%	x	i	5%	-2%	3
COC(=O)c1nn(C23CC4CC(CC(C4)C2)C3)c2c1C(=O)N(c1ccc(Br)cc1)C2=O	-18	9%	-1%	-2%	0%	-5%[57.5 µM]	-6%	-8%	1
O=c1[nH]n(CCO)c(=O)c2cccnc12	-5	3%	14%	0%	19%	-20%	-7%	-3%	-3
COCn1c(COc2ccccc2)nc2ccccc21	-7	0%	20%	1%	u	-18%[57.5 µM]	2%	12%	1
Cn1c(=O)[nH]c(=O)c2c1nc(NC1CCCCC1)n2Cc1ccccc1	40	9%	2%	-9%	u	i	-3%	4%	2
Cc1ccc(C)c(C(=O)COC(=O)C2CCN(c3ccc(C(F)(F)F)cn3)CC2)c1	18	-1%	3%	-11%	-25%	i	-5%	-14%	-5
COCCCNC(=O)CC[C@H]1O[C@@H](n2cnc3c(NC(=O)c4ccccc4)ncnc32)[C@H](O)[C@@H]1O	9	15%	27%	2%	19%	-20%	-6%	0%	5
O=C(Cn1cnc([N+](=O)[O-])n1)NCc1ccccc1	0	0%	8%	16%	8%	i	-4%	0%	6
Cc1ccc(C(=O)/C=C/Nc2ccc(S(=O)(=O)Nc3onc(C)c3C)cc2)cc1	11	5%	15%	0%	-3%	-11%	-17%	12%	4
O=C(CN1CCOCC1)N/N=C/c1ccc(C(=O)O)cc1	2	4%	11%	12%	11%	-50%[inhibitor]	5%	0%	9

The list continues.
SMILES	DRD3 antagonist	GLP-1R inv ag	TDP-43 yeast inh	aSyn yeast inh	KB-V1 MDR tox	PTHR1 agonist	HEK293 tox	GLP1R ag	D3 ag
O=C(Nc1ccc(Br)cc1F)c1cc(S(=O)(=O)NCc2ccc(F)cc2)ccc1F	x	-7%	16%	x	x	i	2%	x	1
O=C(CCN(CCO)Cc1ccccc1)Nc1ccc(Br)cc1	u	0%	-23%	2%	15µM*	-18%[57.5 µM]	-8%	0%	-45
O=C(N1CCC(O)(c2cccnc2)CC1)C12CC3CC(CC(C3)C1)C2	17	-28%	24%	-1%	3%	-9%	-9%	-2%	6
COc1nc(NC(C)C)nc(N(C#N)CN2C(=O)c3ccccc3S2(=O)=O)n1	-58*	27%	-15%	2%	-4%	-25%	1%	9%	-3

High-throughput results (PubChem)
